# TIM10 inh: inhibits growth of TIM10 yeast strain; S. cerevisiae TIM10 strain growth, BacTiter-Glo luminescence, 24 h; inhibition, % at 10 µM; 330,000 tested, 1.4% active;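 active = inhibition of 40% or more at the single tested concentration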;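 note: wild-type TIM10 isogenic control strain grown at permissive 25 °C; 0% = DMSO yeast wells and 100% = minimal medium wells without yeast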
# Mdm2 MdmX PPI: inhibitors of human Mdm2/MdmX interaction. SaOS-2 split-luciferase Mdm2/MdmX complementation, luminescence. inhibition, % at 8 µM. 330,000 tested, 3% active;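 active = inhibition of at least 50% at 8 µM in the primary screen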
# APJ ag: activates the human apelin receptor APJ; activation, % at 20 µM; CHO-K1 APJ PathHunter beta-arrestin, luminescence; 0% DMSO wells, 100% apelin; 330,000 tested, 0.11% active; P35414; AID 2520;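 active = activation more than six SD over the plate average, tested at 20 µM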;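 note: 0% = DMSO alone and 100% = apelin-13 at 10 nM; some results filed as inactive read as strong as hits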
# Target sequence (P35414 whole entry, looked up): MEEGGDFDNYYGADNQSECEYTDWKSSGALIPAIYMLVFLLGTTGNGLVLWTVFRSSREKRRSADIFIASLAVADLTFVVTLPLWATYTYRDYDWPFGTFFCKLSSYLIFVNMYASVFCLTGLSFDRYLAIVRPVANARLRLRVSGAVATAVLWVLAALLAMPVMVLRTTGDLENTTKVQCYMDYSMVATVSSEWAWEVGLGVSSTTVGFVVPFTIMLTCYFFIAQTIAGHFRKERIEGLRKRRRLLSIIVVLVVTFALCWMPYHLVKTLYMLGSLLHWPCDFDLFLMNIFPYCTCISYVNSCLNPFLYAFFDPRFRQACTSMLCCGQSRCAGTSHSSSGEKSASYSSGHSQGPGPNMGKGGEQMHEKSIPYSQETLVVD
#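 Material: CHO-K1 APJ beta-arrestin complementation cell line; Input: cell density 1000 per well; Incubation: compound stimulation 90 min at 25 °C, detection 60 min; Signal: luminescence from split beta-galactosidase complementation, Galacton Star/Emerald II substrate; Controls: DMSO-only wells as negative, 10 nM Apelin-13 as positive control.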
# UPR XBP1 act: activators of adaptive arm of unfolded protein response (XBP1); CHO-XBP1 luciferase reporter, IRE1-XBP1 UPR activation, luminescence; percent of tunicamycin response, DMSO as zero; activation, % at 20 µM; 330,000 tested, 0.33% active; AID 463104;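 active = versus positive control, 20 µM dose yields 30% or more activation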;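 note: 100% = tunicamycin at 10 µg/mL and 0% = DMSO only wells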
#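 incubation = overnight seeding at 37 °C, 6 h compound treatment at 37 °C | assay system = CHO-XBP1 cells stably carrying IRE1-XBP1-driven luciferase reporter | input = 1000 cells per well | detection = luciferase luminescence | dosing = single point, 20 µM final compound, 1% DMSO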
# CXCR6 block: inhibitors of human CXCR6 receptor | O00574 | 360,000 tested, 0.36% active | CHO-K1 PathHunter CXCR6 beta-arrestin, luminescence | inhibition, % at 20 µM | AID 602244; in the data active = inhibition above about 34%, passing the limit was not always enough;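 note: antagonist mode with CXCL16 agonist at 10 nM final; 0% = 10 nM CXCL16 with DMSO and 100% = unstimulated wells without agonist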
# Target sequence (O00574 whole entry, looked up): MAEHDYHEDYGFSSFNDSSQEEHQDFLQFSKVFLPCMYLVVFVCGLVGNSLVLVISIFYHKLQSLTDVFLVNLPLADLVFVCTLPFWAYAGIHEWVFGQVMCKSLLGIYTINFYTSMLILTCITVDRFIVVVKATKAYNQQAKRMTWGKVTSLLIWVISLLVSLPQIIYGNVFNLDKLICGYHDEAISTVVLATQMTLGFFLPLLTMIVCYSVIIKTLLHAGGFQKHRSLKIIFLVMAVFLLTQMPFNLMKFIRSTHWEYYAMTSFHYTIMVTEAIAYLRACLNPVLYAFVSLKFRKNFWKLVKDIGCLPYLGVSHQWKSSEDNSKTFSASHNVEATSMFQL
# APJ antag: blocks the human apelin receptor APJ; AID 2521; inhibition, % at 20 µM; 330,000 tested, 0.32% active; CHO-K1 APJ beta-arrestin complementation, luminescence;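 active = inhibition above about 40% at 20 µM, limit read from the data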;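 note: cells challenged with 10 nM apelin-13 agonist together with compound; plate controls were apelin-13 plus DMSO wells for no effect and DMSO wells lacking apelin-13 for full effect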
# tim10-1 inh: growth inhibitors of tim10-1 mutant yeast. S. cerevisiae tim10-1 ts strain growth, BacTiter-Glo, 24 h. 330,000 tested, 2.2% active. inhibition, % at 20 µM;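 active = inhibition of at least 40%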;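 note: mutant grown at 25 °C; 0% = DMSO wells with yeast and 100% = wells holding no yeast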
# tim23-1 inh: growth inhibitors of tim23-1 mutant yeast; S. cerevisiae tim23-1 growth, BacTiter-Glo luminescence, 24 h; inhibition, % at 20 µM; 330,000 tested, 1.3% active;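 active = growth inhibition of the mutant yeast at or above 50%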;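 note: temperature-sensitive mutant grown at 25 °C; plate controls were DMSO-treated mutant yeast for no effect and medium wells lacking yeast for full effect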
# CHOP UPR activ: apoptotic UPR (CHOP) activation | CHO-CHOP luciferase reporter, luminescence; percent of tunicamycin response over DMSO baseline | 330,000 tested, 0.34% active | activation, % at 10 µM;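 active = at 10 µM dose, activation of 40% or more, normalized to positive control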;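 note: 100% = tunicamycin at 10 µg/mL and 0% = DMSO alone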
#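 Dosing – one dose, 10 µM in 0.5% DMSO · System – CHO-CHOP cells, stable luciferase reporter of PERK-eIF2a-CHOP signalling · Input – 500 cells/well · Control set – tunicamycin 10 µg/mL final as positive, DMSO-only wells as negative · Timing – 6 h compound treatment, 37 °C · Measure – % activation vs tunicamycin · Technique – luminescence read with Steady-Glo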
# * hit, by the source's call. A portion of the library; rates above refer to the full screens.
SMILES,TIM10 inh,Mdm2 MdmX PPI,APJ ag,UPR XBP1 act,CXCR6 block,APJ antag,tim10-1 inh,tim23-1 inh,CHOP UPR activ
O=C1c2ccccc2/C(=C\c2ccc(Br)s2)N1c1ccccc1,0,7,-2,0,-32,-17,2,32,4.7
COc1cc(OC)cc(-c2nnc(SCc3ccc(C(=O)O)cc3)o2)c1,2,5,-3,-5,4,16,23,16,1.3
COC(=O)c1ccncc1C(=O)Nc1ccc(F)cc1,-16,30,1,-1,2,7,7,9,-0.4
COc1cc2cc(CCCOC(=O)CCCC(=O)O)oc(=O)c2cc1OC,-13,15,0,-1,1,2,4,-7,-0.4
O=C(CNc1ccc(Br)cc1)c1ccccc1,11,17,-14,1,45*,94*,-2,15,6.7
Oc1ccccc1-c1csc(-c2ccccc2)n1,12,-109,-5,2,-1,20,46*,19,3.0
O=C(COC(=O)c1ccc(Br)cc1)Nc1ccccc1Br,20,3,-3,-3,-10,7,0,-5,0.1
S=C1NCCc2ccccc2C1c1ccccc1Cl (configuration not stated),34,1,-11,-2,35,44*,38,21,1.1
CCOC(=O)c1csc(-c2ccc(OC)c(OC)c2)n1,0,-21,0,3,-5,4,12,20,-4.9
O=C(Nc1ccc(S(=O)(=O)NC2=NCCCCC2)cc1)c1ccco1,-3,1,-3,-1,-2,0,-2,19,-0.6
CCCn1c(SCC(=O)Nc2cccc(C)n2)nnc1-c1ccco1,7,-27,-1,-2,0,5,23,16,-1.7
CCOc1ccc(NC(=O)N(C2CCCC2)C2CCN(C(C)=O)CC2)cc1,-5,-26,1,-2,3,-3,4,-1,0.7
CSc1ncccc1C(=O)OCc1ccccc1F,-6,-37,-3,8,-19,2,11,2,2.7
COC(=O)c1ccc(OC(=O)c2cccnc2SC)cc1,-10,3,-4,-1,16,-6,-9,4,0.4
CC1CC(C)(C)NCCNC(C)CC(C)(C)NCCN1 (configuration not stated),9,0,-2,2,-3,-11,20,20,-1.0
CSc1n[nH]c(NC(=O)c2c(-c3c(Cl)cccc3Cl)noc2C)n1,8,25,1,-1,-3,4,9,-3,0.3
O=C1CCC(C(=O)NCCCn2ccnc2)N1 (configuration not stated),9,20,-2,0,-3,3,0,6,-0.4
FC(F)(F)c1cc(-c2ccco2)nc(NCc2ccccc2)n1,-6,8,4,1,3,-4,10,22,1.3
Cc1ccc2c(c1)C1CN(C)CCC1N2C(=S)Nc1ccc(Cl)cc1Cl (configuration not stated),17,36,-2,-2,-5,-17,20,18,-2.5
O=C(CN1C(=O)NC2(CCc3ccccc32)C1=O)c1c[nH]c2ccccc12 (configuration not stated),8,-1,-4,-4,-7,-3,13,-2,-0.2
Cc1cc(C(=O)N2CCCC(N3CCN(c4ccc(F)cc4)CC3)C2)no1 (configuration not stated),4,-6,2,-2,-5,-2,-2,10,-0.3
Cc1nc(-c2ccccc2O)n(S(=O)(=O)N(C)C)n1,-6,10,-1,0,-2,14,18,6,-2.3
O=C(O)/C=C/C(=O)N1CCN(c2ccc(F)cc2)CC1,11,-12,-2,-2,-5,9,3,-4,-1.7
CCOC(=O)NNc1cc(C(F)(F)F)ccn1,-4,-2,-1,-1,-1,-5,-4,-7,-0.6

# Reprinted from the part before: 4 compounds, followed by the next part.
SMILES,TIM10 inh,Mdm2 MdmX PPI,APJ ag,UPR XBP1 act,CXCR6 block,APJ antag,tim10-1 inh,tim23-1 inh,CHOP UPR activ
Cc1cc(C(=O)N2CCCC(N3CCN(c4ccc(F)cc4)CC3)C2)no1 (configuration not stated),4,-6,2,-2,-5,-2,-2,10,-0.3
Cc1nc(-c2ccccc2O)n(S(=O)(=O)N(C)C)n1,-6,10,-1,0,-2,14,18,6,-2.3
O=C(O)/C=C/C(=O)N1CCN(c2ccc(F)cc2)CC1,11,-12,-2,-2,-5,9,3,-4,-1.7
CCOC(=O)NNc1cc(C(F)(F)F)ccn1,-4,-2,-1,-1,-1,-5,-4,-7,-0.6
Cc1cccc(/C=C2/Sc3ccc(C(=O)NCCCN4CCOCC4)cc3NC2=O)c1,-6,53*,-1,0,2,1,7,10,-1.4
CCOc1ccc(NC(=O)N2CCN(Cc3ccc4c(c3)OCO4)CC2)cc1,11,6,-2,0,-3,16,2,7,-1.9
CCCCc1[nH]c(=O)c(C#N)c2c1CSC(C)(C)C2,13,-21,-4,0,-4,-3,0,1,-0.6
CCN(CC)CCN(C(=O)c1ccc(Br)s1)c1nc2cc3c(cc2s1)OCO3,-5,-5,-1,-3,0,3,10,9,0.5
COc1ccc(CCC(C)NC(=O)Cc2ccc(OC)c(OC)c2)c(OC)c1 (configuration not stated),-3,13,-2,-4,7,-33,28,18,-2.1
CCc1ccccc1S(=O)(=O)Cc1ccc(C(=O)NC2CCCC2)o1,0,7,7,-1,5,5,28,18,1.9
Cc1ccc(CCNS(=O)(=O)c2cc3c(cc2Cl)NC(=O)CO3)cc1,3,-11,-2,2,-16,-9,6,3,-0.1
CCc1cccc(C)c1NC(=O)CCCC(=O)O,7,26,-2,2,-4,7,5,0,3.2
Cc1ccc(NC(=O)C2CCN(S(=O)(=O)c3cccnc3)CC2)cc1C,6,8,-3,-1,-3,-2,-7,11,3.9
COc1cccc(C2c3[nH]c4ccccc4c3CCN2C(=O)c2ccccc2F)c1OC (configuration not stated),9,30,-5,-3,9,-1,0,27,0.5
Cc1ccc(OCC(=O)NNC(=S)NCc2ccccc2)cc1,14,9,1,1,5,13,32,25,0.0
O=C(Nc1nnc(-c2ccco2)o1)c1ccc(Cl)cc1,26,27,-2,1,11,14,31,29,2.0
N/C(=N\c1nc2ccccc2o1)NC(=O)c1ccccc1F,2,-71,-5,-1,11,11,21,15,2.7
COC(=O)C1=C(C)NC(=S)NC1c1ccc(-c2ccccc2C(=O)OC)o1 (configuration not stated),6,-3,-2,-1,2,3,23,16,-3.0
CC(NC(=O)c1ccccc1)c1ccc(F)cc1 (configuration not stated),9,-3,-3,0,-1,12,12,13,1.6
CC(=O)Nc1cccc(OCC(O)Cn2c(C)nc3ccccc32)c1 (configuration not stated),-38,10,3,-1,40*,16,15,-2,-2.6
CC(C)n1nccc1NC(=O)Nc1ccccc1,6,-7,-1,1,7,-3,-28,-2,3.0
O=C(NC1CC2CCCC(C1)N2S(=O)(=O)c1ccccc1)C1CCCCC1 (configuration not stated),-19,-7,-7,-2,-3,-18,10,-1,-0.8
COc1ccc(N=Cc2c(O)c3ccccc3n2C(C)=O)cc1,19,-5,0,5,0,-13,12,37,4.5
CC1(C)Cc2c(sc(/N=C/N3CCCCCC3)c2C#N)C(C)(C)N1,2,28,-3,-3,17,14,12,3,-1.2
Cc1c(Cl)cccc1N1CC(C)(C)C1=O,1,-15,-3,1,-2,-5,7,14,-0.1
CCOC(=O)N1CCN(CC(O)COC2CC(C)CCC2C(C)C)CC1 (configuration not stated),5,17,-1,-3,-7,13,20,18,-0.1
CC(=O)N1CCOc2ccc(S(=O)(=O)NCC3CCC(C(=O)NCCC(C)C)CC3)cc21 (configuration not stated),9,17,-2,4,2,16,22,8,0.4
CS(=O)(=O)N1CCN(C(=O)c2ccccc2F)CC1,-4,24,4,0,7,3,11,-2,0.4
O=[N+]([O-])c1ccc2[nH]c(O)c(N=NC(=S)Nc3cccnc3)c2c1,-16,2,-4,-3,42*,34,-31,-51,-2.7
CC(C)c1cc(=O)n2[nH]c(SCc3ccccc3Cl)nc2n1,-3,8,-2,-3,-3,1,26,19,-1.9
COc1cc(C2C3C(=O)N(c4ccccc4)C(=O)C3ON2c2ccccc2)cc(OC)c1OC (configuration not stated),12,17,-6,-5,1,4,4,10,-0.1
Cc1c(O)ccc2c(CC(=O)N[C@@H](Cc3ccc(O)cc3)C(=O)O)cc(=O)oc12,-1,-3,-3,0,-1,-14,17,5,-0.1
Cc1cccc(N2C(=O)N3[C@@H]4c5ccccc5OC[C@@H]4[C@@H](c4ccccc4)[C@]3(C)C2=O)c1,1,12,-3,1,2,-20,18,18,3.2
Cc1ccc(NC(=O)C2CC(=O)NC(N3CCc4ccccc43)=N2)cc1 (configuration not stated),1,-6,-4,0,12,2,1,6,-2.1
COc1ccc(NC(=O)CC2CC3CCC2C3)cc1S(=O)(=O)N1CCOCC1 (configuration not stated),-12,19,-4,-2,6,-4,-7,10,-0.6
O=C(OCCN1C(=O)c2ccccc2C1=O)c1ccco1,22,-20,-4,1,-1,6,20,16,0.1
CCOC(=O)Cc1csc(NC(=O)Cn2cnc3c2c(=O)n(C)c(=O)n3C)n1,-13,-10,3,-2,-5,-6,21,16,-1.5
CCN(CC)S(=O)(=O)c1ccc(O)c(C(=O)OCC(=O)N(C)Cc2ccccc2)c1,13,2,2,-5,8,6,16,27,2.9
O=C(/C=C/c1ccccc1)N1CCN(c2ccc([N+](=O)[O-])c(N3CCOCC3)c2)CC1,11,1,4,1,-4,18,10,4,0.5
CC1OC(Nc2ccc(OC(F)(F)F)cc2)C(O)C(O)C1O (configuration not stated),-13,35,-1,-2,-7,-3,16,-11,3.5

# A different layout for 2 compounds above.
Structure	TIM10 inh	Mdm2 MdmX PPI	APJ ag	UPR XBP1 act	CXCR6 block	APJ antag	tim10-1 inh	tim23-1 inh	CHOP UPR activ
COc1cc(C2C3C(=O)N(c4ccccc4)C(=O)C3ON2c2ccccc2)cc(OC)c1OC (configuration not stated)	12	17	-6	-5	1	4	4	10	-0.1
CC1OC(Nc2ccc(OC(F)(F)F)cc2)C(O)C(O)C1O (configuration not stated)	-13	35	-1	-2	-7	-3	16	-11	3.5

# Additional records follow.
SMILES,TIM10 inh,Mdm2 MdmX PPI,APJ ag,UPR XBP1 act,CXCR6 block,APJ antag,tim10-1 inh,tim23-1 inh,CHOP UPR activ
COc1ccccc1CC(=O)NC1CC(C)(C)NC(C)(C)C1,-36,3,0,0,-3,-14,14,-7,-2.1
CCc1ccccc1NC(=S)N(Cc1ccco1)C(C)c1cccs1 (configuration not stated),81*,1,-4,-2,-2,1,21,32,-0.3
C(=C\c1ccco1)/C1=NN(c2ccccc2)C(c2ccco2)C1 (configuration not stated),19,2,-3,5,-3,-7,20,28,6.9
CCOC(=O)Nc1sc(NS(=O)(=O)c2ccccc2)nc1C,10,11,4,1,-4,0,5,-7,-2.8
CCOCCCNC(=S)N1CCN(C(=O)C(=O)Nc2ccc(C(=O)OC)cc2)CC1,4,-6,1,-5,2,10,13,16,0.4
O=C(O)C1CCCC2CN3CCc4c([nH]c5ccccc45)C3C(O)C21 (configuration not stated),-3,10,1,-6,-3,-19,0,9,3.3
CCN(CC(=O)NCc1cccs1)C(=O)c1ccc(NS(=O)(=O)c2ccc(C(C)=O)cc2)cc1,-3,8,-3,-2,4,16,-17,-5,-0.1
COc1ccc(S(=O)(=O)N(C)CC(=O)NC2CCCC2)cc1OC,5,33,-3,-2,-2,-25,8,7,1.9
Nc1cc(Nc2ccc(Br)cc2)nc(N)n1,-6,-31,4,5,-13,-25,-3,11,4.5

# Assay outcomes from PubChem BioAssay.
